# Compound activity deposited in PubChem by The Scripps Research Institute Molecular Screening Center.
# PLCg1 inh: blocks human PLC-gamma1 enzyme activity | inhibition, % at 12.2 µM | AID 720700 | hit rate 0.84% among 370,000 | purified PLC-gamma1, fluorogenic substrate, fluorescence | P19174; in the data active = inhibition above about 9.5%
# ADAM17 inh: ADAM17 inhibition, QFRET primary screen. P78536. recombinant ADAM17, EDANS/DABCYL FRET peptide cleavage. inhibition, % at 6.95 µM. hit rate 0.83% among 370,000. AID 720648;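 active = inhibition above the mean of compounds lying between control limits plus 3 SD, set per campaign, cut at about 8.5% in these data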;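 also: 0% = DMSO-only wells as the low control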
# DDE Tn7 FP inh: inhibitors of Tn7 peptide binding to human fibrin DD(E); P02675; FP displacement of FITC-Tn7 peptide from fibrin DD(E); 0% = median of compound wells per plate; inhibition, % at 8.3 µM; hit rate 0.13% among 370,000;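 active = inhibition above the mean of compounds falling within the control limits plus 3 SD of them, cut at about 14% in these data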;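 also: 0% = plate median of compound wells and 100% = 10 µM Aha-Tn7 peptide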
# Target sequence (P02675 whole entry, looked up): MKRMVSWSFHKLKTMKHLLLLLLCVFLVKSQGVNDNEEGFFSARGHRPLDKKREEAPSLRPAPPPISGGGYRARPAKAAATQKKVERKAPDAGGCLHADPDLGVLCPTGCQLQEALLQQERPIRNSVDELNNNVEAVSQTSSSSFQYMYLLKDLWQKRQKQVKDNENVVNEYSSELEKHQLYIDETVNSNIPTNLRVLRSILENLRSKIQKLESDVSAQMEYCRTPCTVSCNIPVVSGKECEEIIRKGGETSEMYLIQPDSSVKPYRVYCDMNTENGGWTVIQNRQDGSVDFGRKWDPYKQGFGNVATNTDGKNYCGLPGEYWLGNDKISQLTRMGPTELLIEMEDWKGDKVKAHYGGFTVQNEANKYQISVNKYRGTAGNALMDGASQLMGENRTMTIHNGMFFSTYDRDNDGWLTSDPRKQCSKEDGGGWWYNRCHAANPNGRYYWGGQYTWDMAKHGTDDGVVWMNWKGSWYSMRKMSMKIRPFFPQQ
#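 Assay system: Human clot-derived fibrin DD(E) complex | Buffer or medium: Tris/NaCl/CaCl2 buffer, pH 7.8 | Repeats: One replicate per compound | Benchmarks: Aha-Tn7 high control | Measure: % inhibition scaled between sample-field median and high-control FP | Schedule: 10 min plus 3 h, room temperature | Signal: Fluorescence polarization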
# TDP2 absorb: TDP2 (human) inhibition, absorbance primary screen; AID 720702; recombinant TDP2, T5PNP hydrolysis, p-nitrophenol absorbance 415 nm; hit rate 0.34% among 370,000; inhibition, % at 12.8 µM; O95551;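 active = inhibition above the mean of all tested compounds plus 3 SD, set per campaign, cut at about 25% in these data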;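 also: 0% = DMSO with enzyme and 100% = buffer with substrate but no TDP2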
#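 Evaluation: % inhibition relative to enzyme-containing and enzyme-free wells. Material: recombinant human TDP2. Benchmarks: enzyme-free and DMSO wells. Timing: enzyme reaction with compound for 2 h at 37 °C. Compound dosing: 12.8 µM only. Measured by: p-Nitrophenol epi absorbance. Reagent: T5PNP substrate at 5 mM, a TopII-DNA adduct mimic. Replication: single well per compound.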
# ARFGAP1 inh: rat ARFGAP1 inhibition; Q62848; Arfgap1-stimulated ARF1 GTP hydrolysis, GDP FP detection; inhibition, % at 16.5 µM; hit rate 0.26% among 360,000;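 active = inhibition above a per-plate limit, mean inhibition of low control wells plus 3 SD, cut at about 25% in these data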;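 also: 0% = DMSO wells with enzyme and 100% = wells lacking Arfgap1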
#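 Assay system: Rat Arfgap1 GAP domain (His6, aa 1-136), purified enzyme | Buffer or medium: HEPES 25 mM pH 7.5, NaCl 150 mM, MgCl2, DTT | Schedule: GTP hydrolysis reaction 2 h at 25 °C | Signal: FP of antibody-bound GDP Alexa 633 tracer, ex 620/em 688 nm | Measure: Percent inhibition of Arfgap1-stimulated GTP hydrolysis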
# SIAE primary: human SIAE inhibition, primary screen | inhibition, % at 9.66 µM | hit rate 0.69% among 370,000 | Q9HAT2 | SIAE FP-Rh probe binding, fluorescence polarization;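 active = inhibition above a cutoff: mean of compounds within the control limits plus 3 SD of those, cut at about 17% in these data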;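 also: 0% = plate median of compound wells and 100% = probe without SIAE protein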
# Target sequence (Q9HAT2 whole entry, looked up): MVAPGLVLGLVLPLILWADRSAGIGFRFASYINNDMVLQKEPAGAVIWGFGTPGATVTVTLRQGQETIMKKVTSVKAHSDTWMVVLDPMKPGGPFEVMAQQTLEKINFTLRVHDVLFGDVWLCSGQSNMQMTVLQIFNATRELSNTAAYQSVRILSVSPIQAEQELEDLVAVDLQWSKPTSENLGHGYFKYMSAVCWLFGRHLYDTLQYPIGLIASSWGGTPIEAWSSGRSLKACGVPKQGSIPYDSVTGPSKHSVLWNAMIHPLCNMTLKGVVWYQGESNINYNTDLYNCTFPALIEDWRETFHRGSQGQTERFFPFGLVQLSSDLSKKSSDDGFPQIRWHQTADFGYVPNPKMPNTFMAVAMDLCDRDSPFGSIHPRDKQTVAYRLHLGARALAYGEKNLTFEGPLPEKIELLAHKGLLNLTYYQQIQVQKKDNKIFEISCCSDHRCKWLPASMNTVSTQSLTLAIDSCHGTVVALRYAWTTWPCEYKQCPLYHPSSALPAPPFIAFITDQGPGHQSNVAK
# ADAM10 inh: ADAM10 inhibition, QFRET primary screen. AID 720582. O14672. inhibition, % at 7 µM. hit rate 0.62% among 370,000. recombinant ADAM10, EDANS/DABCYL FRET peptide cleavage, 3 h;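 active = inhibition above a per-campaign cutoff equal to the mean of compounds falling between control-based bounds plus 3 SD, cut at about 20% in these data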;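 also: 0% = DMSO wells while the 100% control is not disclosed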
# ASAP1 GAP inh: ASAP1 ArfGAP inhibition; inhibition, % at 16.5 µM; ASAP1-stimulated ARF1 GTP hydrolysis, GDP FP detection; hit rate 0.19% among 360,000; Q9ULH1; in the data active = inhibition above about 25%;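 also: 0% = vehicle with enzyme and substrate and 100% = no enzyme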
# PLCb3 inh: blocks human PLC-beta3 enzyme activity. Q01970. Purified PLC-beta3, fluorogenic substrate, fluorescence. inhibition, % at 12.2 µM. hit rate 0.18% among 370,000. AID 720704; in the data active = inhibition above about 11%;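 also: 0% = median of compound wells on plate and 100% = full blocker control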
# DDE Tn6 FP inh: disrupts Tn6 cyclic peptide binding to fibrin D-Dimer-E complex | P02675 | Fibrin DD(E) TRITC-Tn6 fluorescence polarization displacement | inhibition, % at 8.3 µM | hit rate 0.21% among 370,000 | AID 720509;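 active = inhibition above a per-campaign cutoff: mean of compounds within control limits plus 3 SD, cut at about 15% in these data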;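 also: 0% = median of all compound wells on the plate and 100% = blocking peptide control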
# Starred values were filed as active, the others as inactive; i = inactive; & = joins results of further samples.
SMILES,PLCg1 inh,ADAM17 inh,DDE Tn7 FP inh,TDP2 absorb,ARFGAP1 inh,SIAE primary,ADAM10 inh,ASAP1 GAP inh,PLCb3 inh,DDE Tn6 FP inh
Cn1c(CSc2ncn[nH]2)nc2ccccc21,2,-5,2,-7,-13,7,-9,1,0,1
CC(=O)c1ccc(N2CCN(C(=O)c3cccc(Oc4ccccc4)c3)CC2)cc1,-8,1,-2,8,-12,-1,-13,1,-8,0
Cn1c(CC(=O)Nc2ccc(Cl)cc2)nnc1SCC(=O)N1CCOCC1,3,-4,6,-7,0,-3,0,2,-3,-1
CCOC(=O)c1ccc(N=C2SC(C(=O)Nc3ccc(C(=O)O)cc3)CC(=O)N2Cc2cccs2)cc1 (configuration not stated),-3,-2,-4,4,12,-15,1,13,0,4
Cc1ccc2nc(SCC(=O)N(CC(C)C)c3c(N)n(Cc4ccccc4)c(=O)[nH]c3=O)[nH]c2c1,-2,-6,3,-7,-5,0,3,13,-8,-7
CCOC(=O)c1cc2c(=O)[nH]ccc2nc1C(F)(F)F,-164,-76,-2,6,8,1,-333,6,-240,1
CN(Cc1nc(-c2ccccc2)no1)C(=O)c1ccco1,-1,-4,-5,5,0,2,-3,5,-8,5
CCCc1nc2c(=O)n(C)c(=O)nc-2n(C)n1,55*,-6,0,95*,-10,-5,0,-15,-6,-2
Cc1cc(=O)oc2c(C)c(OCC(=O)N3CCN(c4cccc(Cl)c4)CC3)ccc12,-5,1,6,-4,-2,-8,-9,5,-12,-3
CCN(CC)CCOC(=O)c1ccc(NC(=O)C(C)NC(=O)C23CC4CC(CC(C4)C2)C3)cc1 (configuration not stated),1,2,-6,-8,5,-2,-5,-2,1,7
CCOC(=O)Nc1cc(NC(=O)OCC)c(C)nc1C,4,-4,-1,-7,2,2,-7,-4,-6,8
O=C(Nc1ccc2c(c1)ncn2-c1ccccc1)c1ccco1,-2,-1,13,1,11,9,3,0,1,-3
Cc1ccc2nc(-c3ccc(S(=O)(=O)N4CCCCC4)cc3)cn2c1,-112,-113,3,4,0,-4,-373,-8,-131,2
CN1CCN(c2ccc(S(=O)(=O)N3CCCCC3)cc2NC(=O)CSC(C)(C)C)CC1,1,-6,3,0,-6,7,-6,1,1,3
C[C@@H]1CN([C@H](C)CO)C(=O)CCCn2nncc2CO[C@H]1CN(C)S(C)(=O)=O,6,-7,-4,-5,6,-1,-25,1,0,2
Cc1cc(NC(=O)C(C)SCC(=O)N(C)Cc2c(F)cccc2Cl)no1 (configuration not stated),0,-1,-2,3,0,-4,-2,-8,3,-3
CS(=O)(=O)N(CC(=O)Nc1ccccc1)c1cccc(Cl)c1Cl,3,1,3,1,-8,3,0,-5,3,0
CC(C)(C(=O)c1ccccc1)/[N+]([O-])=C/c1ccc(F)cc1,3,2,-2,-7,-5,7,12,4,5,0
Cc1cccc(N)c1-c1c(C)cccc1N,-1,-7,9,-3,4,12,-1,-12,-5,5
CN(Cc1ccc(Cl)c(Cl)c1)C(=O)c1cccc(S(=O)(=O)N2CCN(Cc3ccccc3)CC2)c1,3,5,5,-11,-9,-8,-2,-4,-13,-1
Cc1cc(NC(=O)COC(=O)CCS(=O)(=O)c2ccc(C)c(C)c2)no1,0,1,-3,-3,-4,4,4,15,-2,1
ClCCn1c(CCl)nc2ccc(Cl)cc21,4,-2,-9,-3,8,-1,-7,-6,6,7
CCc1nc2c(OCc3ccccc3C)cccn2c1N(C)C(=O)C1CC1,-4,1,-10,4,9,7,-3,-2,-1,7
Cc1cccc(S(=O)(=O)c2c(N)n(Cc3ccco3)c3nc4ccccc4nc23)c1,-277,-387,8,-10,-10,-18,i,10,-388,-1
CCOc1ccc(NC(=S)NC(=O)/C=C/c2ccc(C)cc2)c([N+](=O)[O-])c1,3,0,-4,3,8,-1,5,-10,-1,-9
CCN(CC)c1ccc(C(=O)n2cnc3ccccc32)cc1,-77,4,10,-18,-8,1,-14,8,-99,-7
CC(NC(=O)Nn1cnnc1)(C(F)(F)F)C(F)(F)F,2,-4,8,4,2,-4,-3,1,0,1
Cc1ccc(S(=O)(=O)c2cnc(-c3ccccc3)nc2N2CCCCC2)cc1,-1,4,4,-6,3,-5,8,-16,-2,3
Cc1ccc(S(=O)(=O)N2C[C@H]3C(=O)C[C@@H](c4ccc(Cl)cc4)N(S(=O)(=O)c4ccccc4C)[C@H]3C[C@H]2c2ccccc2)cc1,2,3,4,-1,0,-16,2,5,-1,4
CC(=O)c1ccc(-n2ccc(=O)cc2)cc1,-4,-6,0,-16,2,-8,1,-8,-6,-4
CCCC(c1nnnn1C(C)(C)CC)N1CCN(C(=O)c2ccco2)CC1 (configuration not stated),-1,-4,0,12,-7,10,-1,-17,-7,-3
CN(C(=O)COc1ncnc2ccc(Br)cc12)C1CCCCC1,0,1,4,-2,-5,-5,-10,12,2,2
Cc1nn(Cc2ccc(C(=O)N3N=C(C(F)F)CC3(O)C(F)F)o2)c(C)c1[N+](=O)[O-] (configuration not stated),-36,1,-1,0,0,1,-2,10,-40,-1
O=C(CN1CCN(c2ccccc2O)CC1)Nc1cc(S(=O)(=O)N2CCCC2)ccc1Cl,4,8.9*,-4,-14,-7,-6,29*,16,2,-6
COc1ccc(CCNC(=O)C(=O)NCC2OCCN2S(=O)(=O)c2ccccc2)cc1 (configuration not stated),1,0,1,2,-8,3,12,1,0,5
Clc1ccc(C=NN2CCCCCC2)cc1,2,0,6,3,-4,4,-2,-14,0,5
O=C(CN1C(=O)NC2(CCCC2)C1=O)N1CCN(S(=O)(=O)c2ccccc2F)CC1,1,0,5,7,1,3,-4,-15,-8,1
O=C(CN(Cc1cccs1)C(=O)CSc1nnc(COc2ccccc2)o1)NC1CCCC1,3,2,-4,-7,6,-1,3,13,3,2
COc1ccc(NC(=O)N(CCN2CCCC2)Cc2cc3cc(OC)c(OC)cc3[nH]c2=O)cc1,-10,-38,2,8,5,2,-106,-4,-9,0
CN(CC(=O)Nc1ccc(S(N)(=O)=O)cc1)Cc1ccccc1F,2,-6,-1,0,1,7,-11,2,-7,-3
O=S(=O)(O)c1cc(OS(=O)(=O)c2ccccc2)cc2ccccc12,4,0,4,-15,1,3,7,-21,-6,0
Nc1nc(-c2ccc3c(c2)CCCC3)c(CC(=O)O)s1,-14,-3,3,-2,-8,11,-4,-4,-25,-3
NNC(=O)c1cccc(COc2cccc(Br)c2)c1,-6,-3,3,-1,11,-13,2,18,-4,2
COc1ccc(S(=O)(=O)N(C)CC(=O)NC2CCCC2)cc1Cl,3,4,7,-1,-14,7,9,1,8,3
CCOC(=O)c1cc2c(ccn2C)n1Cc1cc(C)ccc1C,-7,-2,-2,1,5,-2,2,-3,-7,-5
CN(C(=O)CSc1nncn1-c1ccccc1)c1ccccc1,-2,0,-6,8,-8,-9,3,10,-3,-6
CSc1ccc2c(c1)C(N1CCN(C)CC1)Cc1ccccc1S2 (configuration not stated),3&5,-5&1,-8&-3,-2&0,1&13,0&2,-1&-2,-3&-2,-1&1,-4&5
CC(=O)NCCc1nc2cc(NC(=O)c3ccccc3C)ccc2n1C,2,-5,-2,16,-11,5,-3,-3,-5,3

# Compound profiles (already shown). Values in the order: PLCg1 inh | ADAM17 inh | DDE Tn7 FP inh | TDP2 absorb | ARFGAP1 inh | SIAE primary | ADAM10 inh | ASAP1 GAP inh | PLCb3 inh | DDE Tn6 FP inh
# COc1ccc(S(=O)(=O)N(C)CC(=O)NC2CCCC2)cc1Cl is entered as 3 | 4 | 7 | -1 | -14 | 7 | 9 | 1 | 8 | 3
# O=S(=O)(O)c1cc(OS(=O)(=O)c2ccccc2)cc2ccccc12 is entered as 4 | 0 | 4 | -15 | 1 | 3 | 7 | -21 | -6 | 0
# COc1ccc(NC(=O)N(CCN2CCCC2)Cc2cc3cc(OC)c(OC)cc3[nH]c2=O)cc1 is entered as -10 | -38 | 2 | 8 | 5 | 2 | -106 | -4 | -9 | 0
# NNC(=O)c1cccc(COc2cccc(Br)c2)c1 is entered as -6 | -3 | 3 | -1 | 11 | -13 | 2 | 18 | -4 | 2
# CCOC(=O)c1cc2c(ccn2C)n1Cc1cc(C)ccc1C is entered as -7 | -2 | -2 | 1 | 5 | -2 | 2 | -3 | -7 | -5

# Later entries:
SMILES,PLCg1 inh,ADAM17 inh,DDE Tn7 FP inh,TDP2 absorb,ARFGAP1 inh,SIAE primary,ADAM10 inh,ASAP1 GAP inh,PLCb3 inh,DDE Tn6 FP inh
O=C(O)CSc1nnc(-c2cccc(S(=O)(=O)N3CCOCC3)c2)n1-c1cccc(Cl)c1,1,-4,4,-1,4,-11,4,-1,-8,4
CC1CC(=O)C2=C(C1)Nc1ccccc1SC2c1ccc(F)cc1 (configuration not stated),-13,2,3,-9,-2,1,21*,4,-22,-2
CCc1ccc(OCC(=O)N2CCN(c3ccccn3)CC2)c(Br)c1,-1,-5,4,7,-1,5,-3,0,-7,-11
COc1ccc(C2C3=C(CC(C)(C)CC3=O)Oc3ncn(CC(C)C)c(=N)c32)cc1 (configuration not stated),-1,-3,2,6,4,-2,-3,0,1,7
O=C(NC(=S)Nc1ccc(S(=O)(=O)Nc2nccs2)cc1)c1ccc(F)cc1,0,1,2,3,-14,4,13,-5,-2,-6
COc1ccc(OC)c(N(C(=O)c2snc(C(N)=O)c2N)C(C(=O)NCC2CCCO2)c2ccc3ncccc3c2)c1 (configuration not stated),-12,-4,-2,-13,1,4,-14,2,-22,-2
NC(=O)Cn1c(=O)n(Cc2ccccc2)c(=O)c2cccnc21,-6,-32,-7,-15,4,-1,-50,10,-23,-4
CC1CCN(Cc2c(C(=O)N/N=C/c3ccc(C(C)C)cc3)nnn2-c2nonc2N)CC1,3,3,1,5,-3,2,4,-4,0,0
CCOc1ccc(NC(=O)c2cc(S(=O)(=O)N3CCOCC3)cn2C)cc1,4,-2,1,1,9,2,4,0,7,1
C=CCNc1ncnc2c1[nH]c1ccc(Cl)cc12,-10,-40,-5,-1,3,2,-124,9,-17,-2
O=C(c1ccc(Cl)s1)N1CCN(c2ncccn2)CC1,-2,-7,2,-5,6,7,-5,-5,-10,-1
O=C1C=C(c2ccc(-c3ccccc3)c(F)c2)C[C@@H](c2ccc3c(c2)OCO3)C1,-1,0,-7,-2,3,13,-2,-9,-2,9
